Apoferritin bind = qHTS Assay for Identification of Novel General Anesthetics; Potency, µM (titrated, usually from 77.5 µM), for the others: at the top dose activity change, negative = displacement, most hits filed as inhibitors; 350,000 tested, 0.074% active; AID 485281, 2010; apoferritin/1-aminoanthracene competitive binding, fluorescence; Ferritin light chain (Equus caballus), P02791; further: potency means the concentration at half of the fitted maximal effect; on the % scale 0 is the no-effect control and ±100 the full control effect; nearly all actives have a fitted effect of over 20% in size
Target sequence (P02791 2-175 limits assumed): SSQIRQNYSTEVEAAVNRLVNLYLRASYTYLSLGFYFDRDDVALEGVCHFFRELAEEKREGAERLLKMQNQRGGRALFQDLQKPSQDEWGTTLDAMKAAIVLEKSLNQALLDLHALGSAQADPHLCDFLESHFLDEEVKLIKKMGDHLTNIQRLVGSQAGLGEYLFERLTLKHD
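In PBS, apoferritin at 10 uM is loaded with 1-AMA from a 50% saturated solution. After 10 min of compound exposure at ambient temperature, reduced 535 nm fluorescence indicates probe displacement.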
TRHR ag = qHTS for Small Molecule Agonists and Allosteric Enhancers of Human TRH Receptor: Primary Screen for Agonists; AID 493084, 2011; TRHR cells, calcium flux fluo-8, FDSS agonist mode; 360,000 tested, 0.18% active; activation, % at 2 µM; Thyrotropin-releasing hormone receptor (Homo sapiens), P34981; in the data active means activation above about 30%; further: 0% is about no effect
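Read-out: compound-evoked intracellular calcium rise in TRHR cells, fluo-8 dye, kinetic FDSS fluorescence at 1 s/cycle following a 10-cycle baseline. Cells cultured overnight before dye loading (30 min–1.5 h, RT).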
BLM helicase inh = qHTS Assay for Inhibitors of Bloom's syndrome helicase (BLM); RecQ-like DNA helicase BLM (Homo sapiens), P54132; recombinant BLM DNA unwinding, fluorescence dequenching; Potency, µM (highest dose often 56.1 µM), inactives show at the top dose activity change, negative = inhibition, actives largely listed as inhibitors; 350,000 tested, 0.2% active; AID 2528, 2010;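 further: potency means the concentration at half of the fitted maximal effect; plate controls were vehicle for no effect and no enzyme for full effect; nearly all actives have a fitted effect of over 35% in size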
Pol iota inh = qHTS for Inhibitors of Polymerase Iota | Pol iota fluorescent replication assay, 10 min | DNA polymerase iota (Homo sapiens), Q9UNA4 | AID 588590, 2011 | 390,000 tested, 1% active | Potency, µM (series often up to 115 µM), for inactives: at the top dose activity, negative = inhibition, hits mostly inhibitors; further: potency means the concentration at half of the fitted maximal effect
Target sequence (Q9UNA4 whole entry, looked up): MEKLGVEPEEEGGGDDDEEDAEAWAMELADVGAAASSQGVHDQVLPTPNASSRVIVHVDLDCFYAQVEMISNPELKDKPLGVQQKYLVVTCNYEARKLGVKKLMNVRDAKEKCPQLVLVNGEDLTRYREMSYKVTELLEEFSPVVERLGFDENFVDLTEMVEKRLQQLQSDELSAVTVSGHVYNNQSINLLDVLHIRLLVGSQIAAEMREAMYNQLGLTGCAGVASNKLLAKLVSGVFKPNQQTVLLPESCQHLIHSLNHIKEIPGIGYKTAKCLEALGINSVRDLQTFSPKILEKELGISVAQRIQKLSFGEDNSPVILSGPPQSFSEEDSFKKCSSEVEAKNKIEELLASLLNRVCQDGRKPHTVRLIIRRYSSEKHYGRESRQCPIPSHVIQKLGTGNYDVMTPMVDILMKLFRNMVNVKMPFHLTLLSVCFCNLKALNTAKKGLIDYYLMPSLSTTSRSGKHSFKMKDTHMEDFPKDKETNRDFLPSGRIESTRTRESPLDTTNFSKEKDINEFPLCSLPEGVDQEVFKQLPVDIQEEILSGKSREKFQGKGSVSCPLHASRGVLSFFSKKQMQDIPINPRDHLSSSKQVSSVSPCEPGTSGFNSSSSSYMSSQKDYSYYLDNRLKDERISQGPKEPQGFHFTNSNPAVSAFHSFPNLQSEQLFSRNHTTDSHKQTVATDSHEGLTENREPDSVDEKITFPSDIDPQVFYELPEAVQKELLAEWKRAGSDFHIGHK
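Pol iota at 10 nM preincubated 15 min with compounds at room temperature; reaction started with fluorescent substrate, 50 nM final. Fluorescence read kinetically at 0 and 10 min; buffer-only wells as negative control.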
12-LOX inh = Primary qHTS assay for inhibitors of human arachidonate 12S-lipoxygenase (ALOX12): Round 2. Polyunsaturated fatty acid lipoxygenase ALOX12 (Homo sapiens), P18054. purified 12hLO, xylenol orange hydroperoxide absorbance. Potency, µM (titrated, usually from 108 µM), for inactives: top-dose activity change, negative = inhibition, usual class: inhibitors. 580,000 tested, 1.1% active. AID 1671190, 2021; further: potency means the concentration at half of the fitted maximal effect; on the % scale 0 is the no-effect control and ±100 the full control effect
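Purified human 12hLO at 150 nM in 25 mM Hepes, 0.01% Triton X-100, pH 7.0, preincubated 15 min at room temperature with compound. Reaction started with 40 uM arachidonic acid, 30 min at room temperature. Hydroperoxide measured by Fe-xylenol orange, 573/405 nm absorbance ratio.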
POLK inh = qHTS for Inhibitors of Polymerase Kappa; Potency, µM (top dose mostly 107 µM), without a hit: at the highest dose activity, negative = inhibition, actives largely listed as inhibitors; AID 588579, 2011; purified Pol kappa, fluorescent DNA synthesis assay, 10 min; 400,000 tested, 0.53% active; further: potency means the concentration at half of the fitted maximal effect; on the % scale 0 is the no-effect control and ±100 the full control effect
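50 nM final substrate added after 15 min RT preincubation of 10 nM Pol kappa with compound; fluorescence read at 0 and 10 min.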
POLB inh = qHTS Assay for Inhibitors of DNA Polymerase Beta; P06746; Potency, µM (highest dose often 114 µM), for the others: at the highest dose activity change, negative = inhibition, most hits filed as inhibitors; Pol beta primer extension/strand displacement, fluorescence kinetic; 340,000 tested, 1.3% active; AID 485314, 2010; further: potency means the concentration at half of the fitted maximal effect; on the % scale 0 is the no-effect control and ±100 the full control effect
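Homogeneous kinetic assay of primer extension and strand displacement by 10 nM Pol beta, preincubated 15 min at room temperature with compound before 50 nM substrate (final) was added. Read at 0 and 10 min; four-parameter Hill fit.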
APEX1 inh = qHTS Assay for Inhibitors of the Human Apurinic/apyrimidinic Endonuclease 1 (APE1); DNA repair nuclease/redox regulator APEX1 (Homo sapiens), P27695; recombinant APE1, TAMRA/BHQ-2 abasic DNA cleavage fluorescence; Potency, µM (series often up to 65.8 µM), for the others: top-dose activity change, negative = inhibition, most hits filed as inhibitors; 350,000 tested, 0.35% active; AID 2517, 2012;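 further: potency means the concentration at half of the fitted maximal effect; plate controls were vehicle for no effect and reference inhibitor for full effect; nearly all actives have a fitted effect of over 55% in size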
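APE1 at 0.75 nM final was preincubated with compound 15 min at room temperature, then 50 nM double-stranded THF abasic-site substrate (5'-TAMRA/3'-BHQ-2) was added. Fluorescence (ex 525/em 598 nm) was read kinetically; third-minus-first read gave activity.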
ERG-DNA inh = qHTS for Small Molecule Inhibitors of the ERG Ets/DNA interaction; fluorescence polarization, His-ERG Ets domain / labelled DNA; Transcriptional regulator ERG (Homo sapiens), P11308; 370,000 tested, 0.028% active; Potency, µM (top dose mostly 76.9 µM), for inactives: at the highest dose FP activity, negative = inhibition, usual class: inhibitors; active means well fitted inhibition curve with a large enough effect in the polarisation, with a control signal flat; inconclusive means small, poorly fitted or top-dose-only effect, or effect the other way, or a change in a side signal; inactive means no such curve, though single readings can be large or run the other way; the % refers to the polarisation;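 further: polarization taken with two DNA probes labelled with fluorescein and Texas red; potency means the concentration at half of the fitted maximal effect; % of control where 0% means no effect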
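His-tagged ERG Ets domain (1 uM in the protein solution; 300mM KCl, 50mM Tris-HCl, 1mM EDTA, 1mM DTT, pH 7.5) received compound, then a probe mix of 5 nM fluorescein-DNA and 100nM Texas-615-DNA. Fluorescence polarization was read for both dyes.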
An asterisk follows results filed as active; i = inactive; ? = inconclusive; nt = not tested or not shown; & = joins results of further samples; [ ] = remark or other dose. Unless noted, the call rests on the fitted dose curve; in most records, active means well fitted curve in the direction sought with a large enough effect; inconclusive means small, poorly fitted or top-dose-only effect, or another doubt; inactive means no such curve, though single readings can be large; an effect the other way counts as inactive or inconclusive.

Results follow in this order: Apoferritin bind	TRHR ag	BLM helicase inh	Pol iota inh	12-LOX inh	POLK inh	POLB inh	APEX1 inh	ERG-DNA inh
CNC(=S)N(CCc1c(C)[nH]c2ccccc12)Cc1cccnc1
→ -6.8%	-2.2	-1.8%	-25.1%	35.3%[activator]	0.9%	0.0%	15.4%	-13.0%
CCCc1nnc(SCC(=O)N2CCCC2)n1Cc1ccco1
→ -0.5%	-0.2	1.4%	78.2%[activator]	7.4%	1.0%	-5.6%	-2.0%	53.5%[activator]
COc1ccc2nc3sc(C(=O)NCc4cccs4)c(N)c3cc2c1
→ -21.5%	-0.1	-1.5%	nt	0.0%	nt	-0.5%	-4.1%	nt
Cc1ccccc1S(=O)(=O)Cc1ccc(C(=O)NC2CCCCC2C)o1 (configuration not stated)
→ 3.7%	-0.5	-0.1%	39.0%[activator]	-18.0%	-11.4%	0.7%	-11.4%	-6.3%
COCCNC(=S)Nc1cccc2cnccc12
→ -5.2%	-0.3	-2.0%	59.7%[activator]	-22.5%	-4.5%	2.1%	0.1%	3.5%
Cc1ccccc1C(=O)NC(NC(=O)c1ccccc1C)c1cccc([N+](=O)[O-])c1
→ -1.8%	-0.4	0.1%	73.2%[activator]	-0.8%	-2.3%	19.6%	4.0%	1.4%
CC1=C(C(=O)NCc2cccc(Cl)c2)C2(CCCCCC2)OC1=O
→ ?	-1.0	-4.9%	14.3%	-3.5%	-7.7%	0.0%	nt	3.1%
CNc1oc(-c2ccc(Cl)cc2)nc1C#N
→ 28.7%	nt	2.0%	10.0%	-7.2%	-5.3%	3.4%	-7.7%	0.0%
O=C(/C=C/c1ccc([N+](=O)[O-])cc1)NCc1ccc2c(c1)OCO2
→ -19.1%	-0.7	-6.1%	?	-9.5%	0.7%	-10.0%	-0.7%	-4.9%
Cc1ccsc1C(=O)NCCc1ccc(S(N)(=O)=O)cc1
→ 3.1%	0.4	0.6%	57.7%[activator]	-0.9%	-0.6%	0.0%	-3.7%[12.4 µM]	2.6%
COc1ccccc1CCNC(=O)c1cccn1-c1nnc(N2CCCCC2)s1
→ -12.7%	-0.1	3.5%	3.7%	2.2%	-9.8%	-3.8%	nt	3.7%
CC(C)CNC(=O)C(=O)NCC1OCCCN1S(=O)(=O)c1ccc2c(c1)OCCO2 (configuration not stated)
→ -7.0%	0.3	-4.7%	17.5%	5.9%	-1.7%	1.0%	17.3%	-8.1%
NC(=O)c1c(NC(=O)C2COc3ccccc3O2)sc2c1CCN(Cc1ccccc1)C2 (configuration not stated)
→ -13.6%	37.8*	4.0%	84.7%[activator]	365.9%[activator]	-10.4%	1.6%	-1.7%	5.6%
O=C(Cc1c[nH]c2ccccc12)NCc1ccc(Cl)cc1
→ 2.4%	0.2	-2.7%	15.6%	-18.1%	1.5%	6.0%	-7.0%	-14.7%
CC(NC(=O)c1ccc(Nc2nc3ccccc3n3nnnc23)cc1)c1ccccc1 (configuration not stated)
→ -2.3%	2.4	-1.1%	-13.9%	-29.5%	-36.2%	-10.4%	nt	1.6%
C=CCNc1ncnc2ccc(Br)cc12
→ -7.1%	-0.5	1.2%	27.4%	2.9%	-9.6%[60.1 µM]	12.3%	1.9%	1.9%
COc1ccc(OC)c(Nc2cc(C(=O)NCc3ccccc3)c3ccccc3n2)c1
→ 44.7%[activator]	-0.8	-6.6%	34.3%[activator]	-17.5%	-19.5%	-1.5%	nt	-7.2%
COC(=O)c1ccc(NS(=O)(=O)NC(=O)c2c[nH]c3ccccc23)cc1
→ -2.4%	-0.3	2.2%	28.2%	?	10.8%	-15.7%	46.8%[activator]	-4.3%
CCc1cccc(CC)c1-n1c(SCC(=O)c2c(N)n(C)c(=O)n(C)c2=O)nnc1-c1cccnc1
→ -9.0%	0.3	-18.7%	15.4%	-15.3%	-4.3%	16.0%	-5.9%	-5.0%
COC(=O)c1c(N)sc(C(C)=O)c1C
→ -2.8%	-0.1	-4.2%	-2.7%	-1.9%	-18.6%	23.6%	1.4%	10.7%

Continued:
Results follow in this order: Apoferritin bind	TRHR ag	BLM helicase inh	Pol iota inh	12-LOX inh	POLK inh	POLB inh	APEX1 inh	ERG-DNA inh
C/C(CC(=O)Nc1ccc([N+](=O)[O-])cc1)=N\NC(=O)c1ccccc1[N+](=O)[O-]
→ -11.5%	-0.1	2.1%	39.7%[activator]	9.1%	-2.8%	23.2%	?	-0.2%
CCc1ccc(-n2cnc3cc(C(=O)NCc4ccc(C)cc4)ccc32)cc1
→ 0.9%	-0.1	-8.8%	?	-22.8%	-10.6%[60.1 µM]	-8.7%	nt	3.4%
Cc1ccccc1NC(=O)CSc1nnc(NC(=O)c2ccco2)s1
→ -0.5%	-0.4	1.3%	21.4%	i	-5.5%	48.5%	12.4%	1.5%
O=C(NCCN1CCCC1=O)Nc1ccccc1
→ -4.2%	1.3	-0.6%	10.1%	20.4%	-11.2%	25.0%	1.3%	-21.1%
Cc1ccccc1Oc1ccc(S(=O)(=O)NCCC(=O)O)cc1
→ -3.3%	0.0	-1.4%	?	0.0%	-23.0%	-1.3%	13.3%	2.2%
CCc1ccc2c(c1)c1nnc(NN)nc1n2CC
→ -13.8%	-0.3	-17.9%	22.8%	152.7%[activator]	-4.7%	3.5%	1.3%	4.7%
C[C@@]12C(=O)Nc3cc(F)ccc3C(=O)N1[C@H]1c3ccccc3OC[C@@H]1[C@@H]2c1ccccc1
→ nt	0.5	nt	0.5%	nt	-4.9%	nt	5.8%	7.0%
COc1ccc(-c2cc(C(=O)O)n(Cc3ccccc3)n2)cc1
→ -1.0%	0.1	2.6%	8.4%	?	-11.9%	0.5%	nt	0.0%
COCCNC(=S)N/N=C(\C)c1ccc(Cl)s1
→ -12.8%	-0.3	-3.0%	-8.0%	?	5.4%	16.8%	0.7%	-1.5%
CCc1ccc(NC(=O)COc2ccc(Br)cn2)cc1
→ -8.1%	0.1	-0.8%	10.1%	5.0%	-19.1%	5.4%	-6.2%	-2.1%
CCC(O)CNC(=O)NC(=C(Cl)Cl)c1ccc(C)c(F)c1 (configuration not stated)
→ -3.8%	-0.7	3.8%	1.5%	-0.2%	-26.4%	29.9%	19.0%	0.9%
CC1CCCN(C(=O)C(C)Sc2nc(-c3ccccc3)cc(C(F)(F)F)n2)C1 (configuration not stated)
→ ?	-0.1	-10.7%	27.2%	6.5%	-6.7%[60.1 µM]	6.7%	-1.5%	nt
COc1ccccc1NC(=O)CSc1ncc(CO)n1Cc1ccc(F)cc1
→ -3.4%&-2.7%	0.0&-0.1	-0.1%&2.6%	-6.5%&-0.5%	49.5%&-15.9%&-15.7%[activator]	0.3%	14.5%&3.8%	-3.0%	8.2%&-6.9%
CCC(C)NC(=O)C1CCN(C(=O)COc2ccc3c4c(c(=O)oc3c2C)CCCC4)CC1 (configuration not stated)
→ -2.1%	0.0	2.4%	-1.4%	9.2%	-4.1%	11.5%	-10.5%	-0.8%
COc1ccc(C(=O)NCCS(=O)(=O)N2CCC3(CC2)OCCO3)cc1
→ nt	0.2	nt	32.1%[activator]	-18.1%	4.5%	nt	36.4%	nt
Cc1sc2nc(CSc3nc4ccccc4s3)[nH]c(=O)c2c1C
→ 1.9%	0.2	2.4%	nt	?	nt	39.8µM*	0.0%	nt
COc1ccc(N2CC(NS(=O)(=O)c3cccs3)CC2=O)cc1OC (configuration not stated)
→ nt	0.1	nt	13.7%	-6.5%	1.1%	nt	-6.6%	0.7%
Oc1ccc(Oc2ccc3c(C(F)(F)F)cc(C(F)(F)F)nc3n2)cc1
→ ?	-0.1	-18.9%	9.0%	?	-13.8%	5.1%	16.6%	-1.6%
COc1cc(C(=O)Nc2ccc(NC(=O)c3ccco3)nc2)cc(OC)c1OC
→ -11.5%	-0.2	4.1%	-16.5%[58.9 µM]	30.0%	6.5%	39.3%	-6.5%	-7.7%
Cc1cc2cc(CCNC(=O)CCCc3ccccc3)c(=O)[nH]c2cc1C
→ -14.1%	-0.9	-1.5%	0.0%	2.4%	-8.0%	31.6%	82.8%[activator]	0.6%

(next part)
Results follow in this order: Apoferritin bind	TRHR ag	BLM helicase inh	Pol iota inh	12-LOX inh	POLK inh	POLB inh	APEX1 inh	ERG-DNA inh
CCCCNC(=O)C1(NC(=O)Nc2ccccc2)CCCCC1
→ -4.9%	0.8	0.3%	24.4%	6.8%	-1.0%	33.0%	7.9%	3.3%
Cn1cccc1C(=S)N=P(C1CCCCC1)(N1CCOCC1)N1CCOCC1
→ -7.0%	0.4	-1.0%	30.9%[activator]	?	-4.5%	22.1%	2.3%	nt
O=C(NC1CC1)c1cccc(Nc2ccc(-c3ccc4c(c3)OCCO4)nn2)c1
→ -13.4%	-0.6	-8.9%	?	-24.0%	-11.4%	?	-0.9%	-4.6%
COCCCN1CC(=O)N2C(c3cccc(OC)c3)c3[nH]c4ccccc4c3C[C@H]2C1=O (some centres not stated)
→ ?	-0.2	-20.1%	32.9%[activator]	?	0.4%	-1.1%	39.7%	-4.7%

Some of the compounds tested. The share of hits here may be higher or lower than overall.
